OXTR ag: activates the human oxytocin receptor; P30559; CHO-OTR cells, Fluo-8 calcium fluorescence; normalized: DMSO 0%, oxytocin 100%; activation, % at 3 µM; actives 0.32% (n = 320,000); AID 2435;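 active means activation above the mean of all tested compounds plus 3 SD, cutoff set per screening run, cut at about 20% in these data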;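 further: peak over basal fluorescence ratio from a 100 s FLIPR kinetic read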
Target sequence (P30559 whole entry, looked up): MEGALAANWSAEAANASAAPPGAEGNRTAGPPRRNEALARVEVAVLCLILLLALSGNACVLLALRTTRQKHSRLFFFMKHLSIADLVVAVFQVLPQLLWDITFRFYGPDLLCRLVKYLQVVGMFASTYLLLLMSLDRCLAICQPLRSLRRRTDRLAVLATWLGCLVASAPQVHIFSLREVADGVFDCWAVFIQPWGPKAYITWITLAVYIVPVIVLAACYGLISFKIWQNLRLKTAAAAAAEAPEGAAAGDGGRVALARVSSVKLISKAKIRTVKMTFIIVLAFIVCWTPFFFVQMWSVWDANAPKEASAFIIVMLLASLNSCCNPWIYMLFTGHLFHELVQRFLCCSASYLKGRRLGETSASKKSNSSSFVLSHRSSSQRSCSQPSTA
GalR3 antag: human GalR3 antagonism; O60755; HEK293 GalR3-CNG cAMP membrane potential fluorescence; galR3 body fused to GalR1 C-terminus; inhibition, % at 3 µM; actives 0.44% (n = 360,000);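 active means inhibition above the screen-wide average plus 3 SD, cut at about 13% in these data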;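 further: forskolin and galanin both at EC90 stimulate the cells; cAMP rise reported by CNG channel membrane potential dye signal; 0% = forskolin plus galanin with DMSO and 100% = forskolin alone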
FID counter: counter-screen for HCV NS3 helicase inhibitors: DNA intercalator displacement | DNA fluorescent intercalator displacement, fluorescence | inhibition, % at 7.9 µM | actives 0.17% (n = 290,000); in the data active means inhibition above about 37%;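 further: 0% = vehicle and 100% = reference compound; higher means more ethidium bromide displaced from hairpin DNA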
V1aR counter: V1a receptor agonism, counter-screen for OXTR agonists; P37288; CHO-V1R cells, Fluo-8 calcium fluorescence, agonist mode; 0% DMSO, 100% 3 nM vasopressin; activation, % at 3 µM; actives 0.25% (n = 320,000);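 active means activation above the mean activation of all tested compounds plus 3 SD, per screening run, cut at about 20% in these data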;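 further: signal is peak over basal fluorescence ratio across a 100 second FLIPR read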
Target sequence (P37288 whole entry, looked up): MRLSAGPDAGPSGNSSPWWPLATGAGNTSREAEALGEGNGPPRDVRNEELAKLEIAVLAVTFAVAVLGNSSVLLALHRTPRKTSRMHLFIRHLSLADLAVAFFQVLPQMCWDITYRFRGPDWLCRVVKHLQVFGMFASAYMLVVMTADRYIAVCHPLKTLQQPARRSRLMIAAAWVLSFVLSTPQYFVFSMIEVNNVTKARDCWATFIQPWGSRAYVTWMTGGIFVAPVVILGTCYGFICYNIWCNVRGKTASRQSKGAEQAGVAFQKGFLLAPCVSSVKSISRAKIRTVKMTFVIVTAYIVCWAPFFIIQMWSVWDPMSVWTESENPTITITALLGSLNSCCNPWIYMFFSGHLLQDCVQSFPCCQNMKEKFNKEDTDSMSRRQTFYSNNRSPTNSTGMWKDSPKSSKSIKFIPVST
GPR7 antagonist: human neuropeptides B/W receptor 1 antagonism; P48145; GPR7-expressing cells, fluorescence antagonist assay; inhibition, % at 4.4 µM; actives 1.1% (n = 290,000); AID 1861; in the data active means inhibition above about 16%, passing the limit was not always enough;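 further: cells stimulated with the agonist NPW; 0% = agonist with vehicle and 100% = vehicle without agonist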
HCV NS3 hel inh: blocks Hepatitis C virus NS3 helicase unwinding; NS3 helicase DNA unwinding, Cy5 molecular beacon fluorescence; inhibition, % at 10.9 µM; actives 0.56% (n = 290,000);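 active means inhibition above the mean of all tested compounds plus 3 SD, set per campaign, cut at about 35% in these data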;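 further: 0% = DMSO wells and 100% = thioflavine S control wells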
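System: NS3 helicase fragment of HCV / Schedule: 1 h at 25 °C / Control set: DMSO alone as 0% and 110 µM thioflavine S as 100% / Reagent: Cy5/quencher beacon DNA duplex and ATP to start / Technique: Cy5 fluorescence / Replication: singlicate / Evaluation: % inhibition of end-to-start signal ratio versus controls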
IMP-1 inhibitor: blocks Pseudomonas aeruginosa IMP-1 metallo-beta-lactamase; inhibition, % at 5.6 µM; actives 0.45% (n = 290,000); AID 1556; purified IMP-1, nitrocefin hydrolysis, epi-absorbance fluorescence;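 active means inhibition above the mean plus 3 SD of all compounds in the same screening run, cut at about 4.5% in these data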;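 further: 0% = IMP-1 with DMSO and 100% = DMSO wells lacking enzyme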
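system = purified recombinant IMP-1 beta-lactamase | amount = 0.2 nM IMP-1, as dispensed | medium = HEPES buffer pH 7.1 with ZnSO4 and Brij 35 | times = 25 °C, 15 min preincubation, 25 min reaction | detection = plate fluorescence quenching by hydrolysis product, ex 480/em 530 nm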
VIM-2 inh: inhibitors of Pseudomonas aeruginosa VIM-2 metallo-beta-lactamase; actives 0.89% (n = 290,000); inhibition, % at 5.6 µM; purified VIM-2, nitrocefin hydrolysis, epi-absorbance fluorescence;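 active means inhibition above the mean of all tested compounds plus 3 SD, cutoff set per screening run, cut at about 7.5% in these data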;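 further: red hydrolysis product quenches plate fluorescence so inhibitors raise well fluorescence; 0% = enzyme with DMSO and 100% = DMSO without enzyme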
PHOSPHO1 inh: PHOSPHO1 (human) inhibition. recombinant PHOSPHO1, absorbance phosphatase assay. inhibition, % at 13.3 µM. actives 1.1% (n = 290,000). AID 1565; in the data active means inhibition above about 60%
The depositor's hits bear a star; · = not tested or not shown; & = joins results of further samples.

canonical_smiles | GalR3 antag | PHOSPHO1 inh | OXTR ag | VIM-2 inh | IMP-1 inhibitor | V1aR counter | GPR7 antagonist | FID counter | HCV NS3 hel inh
S=C(NCC1CCCO1)c1ccc(Br)cc1 (stereo not given) | -11 | -132 | -1.5 | -0.7 | 0.3 | -0.9 | -10 | -2 | 10
CC(=O)OC(C(=O)NC1CCCCC1)c1ccccc1Cl (stereo not given) | 7 | 30 | -0.2 | -2.6 | -4.7 | -0.3 | -2 | -6 | -7
CC(NC(=O)CSC(=S)N(C)C)C12CC3CC(CC(C3)C1)C2 (stereo not given) | -6 | -14 | · | -0.4 | -1.4 | · | 3 | -27 | 9
O=S1(=O)CCC(N=Nc2c(O)n(Cc3ccccc3)c3ccccc23)C1 (stereo not given) | 2 | 12 | 0.3 | -1.4 | -1.9 | 1.8 | 4 | -27 | -2
CCOC(=O)N1CCN(Cc2nc3cc(NC(=O)c4ccco4)ccc3n2C)CC1 | -8 | 17 | -0.5 | -3.2 | -2.4 | 0.2 | 0 | -43 | 24
COc1ccc(S(=O)(=O)Nc2ccccc2C(=O)NCc2ccco2)cc1 | -1 | 1 | 0.0 | -0.8 | -2.2 | 0.7 | 0 | -4 | -12
CCOC(=O)c1[nH]c2ccc(OC)cc2c1NC(=O)/C=C/c1ccc2c(c1)OCO2 | 0 | 12 | -2.2 | -1.6 | -3.0 | 1.3 | 1 | -6 | 4
COc1ccccc1CNC(=O)C1CCC(CNC(=O)[C@@H]2Cc3ccccc3CN2)CC1 (stereo not given in full) | -8 | 48 | -0.2 | 0.2 | -0.7 | -0.2 | -2 | 15 | 0
FC(F)(F)c1cccc(N2CCc3cn[nH]c32)c1 | -5 | 13 | -2.1 | 0.2 | -4.2 | -1.9 | -12 | 4 | -1
COc1ccc(OCC(=O)Nc2ccc(N3CCOCC3)cc2)cc1 | 4 | -25 | 0.4 | -2.7 | 0.2 | 0.6 | 13 | -15 | -6
O=C(Nc1nccs1)c1ccc(Cl)c([N+](=O)[O-])c1 | -13 | 9 | 1.2 | -0.1 | -3.9 | 14 | -9 | 4 | 2
CCOC(=O)Cc1csc(NC(=O)/C=C\c2ccccc2)n1 | -4 | 20 | 2.2 | -1.8 | 1.1 | 3.0 | -4 | -9 | 10
NC(=O)N1c2ccccc2CC(=O)c2ccccc21 | · | 14&36 | -0.3 | 0.1&-1.4 | -0.7&-0.4 | 0.3 | 8&-17 | -3&-5 | 4&-8
O=C1CC(N2CCN(c3ccc(Cl)c(Cl)c3)CC2)C(=O)N1 (stereo not given) | -7 | 18 | 9.1 | 2.9 | 0.6 | 4.8 | 11 | 4 | -6
CSCC[C@H](NC(=O)NC1CCCC1)C(=O)O | -2 | 20 | 0.5 | 0.6 | -1.2 | 0.8 | 7 | 2 | 1
COc1cccc(C(=O)N2CCN(Cc3cn[nH]c3-c3ccc(F)cc3F)CC2)c1 | -5 | -12 | 0.7 | 1.0 | -1.8 | 2.3 | -13 | -21 | 0
CC1(C)CC2(CCO1)OC(=O)CC2C(=O)Nc1ccccc1Cl (stereo not given) | -5 | 5 | 0.1 | -2.4 | -2.4 | -0.4 | 6 | -2 | 1
Cc1cccc(N=C2NC(=O)C(CO)(CO)S2)c1 | -4 | · | 1.0 | 1.5 | -0.7 | 0.6 | -4 | -3 | -4
CC(C)NC(NC(=O)Cc1ccccc1)C(Cl)(Cl)Cl (stereo not given) | 0 | 3 | -1.1 | -1.4 | -2.3 | -0.2 | -10 | 0 | 9
CC(=O)N1CCC(C(=O)N2CCN(S(=O)(=O)c3cccs3)CC2)CC1 | -2 | 38 | -0.3 | -3.5 | -3.9 | 0.1 | 2 | -7 | 5
CCN1C(=O)/C(=C\c2ccc(-c3cccc(C(=O)OC)c3)o2)SC1=Nc1ccc(C(=O)O)cc1 | -10 | 29 | 1.7 | -0.4 | -0.5 | 0.8 | -7 | -19 | 34
CCC(C)(C)NC(=O)CCCSc1nc2ccccc2s1 | -3 | 2 | -1.5 | 0.5 | -0.4 | 2.4 | -7 | -13 | -14
Cc1cc([N+](=O)[O-])nn1CC(=O)NNC(=S)Nc1ccc([N+](=O)[O-])cc1 | -8 | 58 | 0.4 | -5.4 | -2.9 | 0.3 | 12 | 1 | 6
O=C1CCC(C(=O)Nc2nnc(C3CC3)s2)=NN1 | -8 | 24 | 0.2 | -2.3 | -2.3 | 0.3 | -19 | 0 | 8
O=S(=O)(/N=C(/Nc1ccc(F)cc1F)c1ccccc1)c1ccc(Br)cc1 | 0 | -4 | 0.5 | -0.6 | 0.8 | 1.4 | -4 | 3 | -2
Cc1cc(OC(C)C(=O)Nc2ccc(S(=O)(=O)Nc3onc(C)c3C)cc2)cc(C)c1Cl (stereo not given) | -1 | 31 | 0.6 | -1.8 | -2.6 | -0.2 | -22 | -25 | -29
O=C(COc1c(Br)cc(Br)c2cccnc12)Nc1ccccc1F | -8 | 25 | 0.2 | -4.2 | -3.0 | -0.2 | -17 | -6 | 15
COc1cc(C(=O)OCC(=O)NCCN2C(=O)CSC2=O)ccc1OCc1c(C)noc1C | -1 | 0 | 0.9 | -1.9 | -2.2 | -0.6 | -8 | -14 | -10
CCCn1cc2c(c1-c1ccc(C)cc1)c(=O)n(C)c(=O)n2C | -6 | 43 | -1.1 | 0.2 | -3.5 | -0.5 | 5 | -17 | -4
CCCNC(=O)Nc1ccc(C)cc1C | -7 | 20 | -0.4 | -0.1 | -0.4 | 0.1 | 2 | -1 | 6
COc1ccc(C(=O)COc2ccc(C)cc2NC(C)=O)cc1 | -5 | 25 | 2.4 | -3.9 | -3.5 | 1.4 | -6 | -15 | 6
CN(c1ccc(C(=O)Nc2cccc([N+](=O)[O-])c2)cc1)S(C)(=O)=O | -3 | -17 | 2.8 | -1.9 | -0.7 | 2.9 | -8 | 2 | 3
O=S(=O)(NCCc1ccccc1)c1cccc2cccnc12 | 1 | -13 | -1.3 | 0.2 | 1.1 | -0.6 | 2 | -14 | -2
O=[N+]([O-])c1cccc(CNCc2ccccc2)c1 | -3 | 37 | 1.1 | -2.2 | -1.1 | 0.9 | -8 | 4 | 2
COc1ccc(CNC(=O)[C@@H](NC(=O)C2CCN(C(=O)[C@@H](N)Cc3ccccc3)CC2)C(C)C)cc1 | -7 | 14 | 0.5 | -0.4 | -4.6 | -0.5 | -1 | 4 | -19
COC(=O)C1=C(C)NC(C)=C(C(=O)OC)C1C(=O)OCC(=O)N1c2ccccc2CC1C (stereo not given) | -2&-2 | 16 | -0.8 | -4.2 | -2.2 | -0.5 | -1 | -21 | -1
CC(C)c1ccc(-c2nnn(CC(=O)N3CCCCC3)n2)cc1 | -11 | 19 | 0.0 | -3.3 | -2.2 | 2.5 | -11 | -29 | 10
COCCN(CCOC)C(=O)c1c[nH]c2ccc(S(=O)(=O)N(C)c3ccc(F)cc3)cc2c1=O | -5 | 9 | -0.1 | -1.0 | -4.3 | 1.0 | -15 | -15 | -2
COCCNC(=O)CN(c1ccc(C)cc1)S(=O)(=O)c1ccc(SC)cc1 | -5 | -1 | -0.9 | 0.2 | -1.9 | 0.1 | -6 | -17 | -3
Cc1nc(-c2ccccc2)sc1C(=O)CSc1ccccc1 | -3 | -10 | -0.9 | -0.9 | -1.9 | 0.9 | -6 | -3 | 0
COc1cc2c(cc1OC)CN(CC(=O)Nc1cccc(C(F)(F)F)c1)CC2 | -14 | 34 | 0.2 | -2.5 | -3.0 | -0.8 | -6 | -9 | -16
CCOc1ccccc1-c1cc(C(=O)N/N=C/c2ccc3c(c2)OCO3)c2ccccc2n1 | -1 | -1 | · | 0.1 | -0.6 | · | 1 | -7 | 1
CCOC(=O)c1cnn(-c2nc3c(C)cccc3s2)c1C(F)(F)F | 0 | 3 | -1.2 | -1.8 | 2.0 | 0.3 | -3 | 0 | 3
Nc1ccccc1C(=O)/C=C/c1ccc2c(c1)OCO2 | -9 | -1 | -0.8 | -3.1 | -2.8 | 0.8 | 4 | -7 | -9
COC(C(=O)Nc1ccnn1C1CCN(Cc2ccc(C)s2)CC1)c1ccccc1 (stereo not given) | 2 | 28 | 0.1 | -0.3 | -0.2 | 1.6 | 10 | -2 | 2
NC(=NC(=O)c1ccc(OC(F)(F)F)cc1)c1ccc(C(F)(F)F)cn1 | -1 | 40 | -1.9 | -3.0 | -3.6 | 0.3 | -14 | -13 | 5
c1ccc(Cn2cc(CNc3ccccc3)nn2)cc1 | -4 | 18 | -0.6 | · | · | 0.2 | · | · | ·
Cc1ccc(/C=C2\SC(=S)N(Cc3ccccc3)C2=O)o1 | -5 | 67* | 0.0 | 1.2 | -0.4 | 0.2 | 2 | 0 | 20
Cc1ccc(S(=O)(=O)NNC2CC(=O)N(c3ccc(Br)cc3)C2=O)cc1 (stereo not given) | 0 | 48 | 2.5 | -0.8 | -4.5 | 3.8 | -2 | -6 | 8
O=C(COc1ccc(F)cc1Cl)N(Cc1nnc(-c2ccccc2Cl)o1)C1CC1 | -1 | 30 | -0.5 | 0.2 | 2.4 | 3.2 | 4 | -45 | 26
CC(NC(=O)Nc1cccc(Cl)c1)C(c1cccs1)N1CCCC1 (stereo not given) | -5 | 7 | 6.3 | -5.0 | -2.7 | 14 | -3 | 5 | -3
CCC1=C(OC(=O)N(CC)CC)N2C(=O)OC(=NCC(=O)OC)[C@]2(Cc2ccccc2)[C@H]2C1=CC[C@H]1C(=O)N(C)C(=O)[C@H]12 | -6 | 26 | 0.0 | · | · | 1.5 | · | · | ·
O=C(COC(=O)Cn1cnc2ccccc21)Nc1cc(S(=O)(=O)N2CCOCC2)ccc1Cl | -6 | -10 | 0.7 | -3.5 | -4.7 | 1.9 | -3 | -4 | 8
CCCSc1nc2ccsc2c(=O)n1CC | 1 | 8 | -2.4 | 1.3 | -0.7 | -0.2 | 1 | -8 | -1
COc1ccc(-c2nc(NC(=O)CSCCO)sc2C)cc1 | -4 | 2 | 2.8 | -1.5 | -2.2 | 1.1 | -5 | -16 | -16
C=CCOc1c(Br)cc(/C=C2/NC(=S)N(C(C)=O)C2=O)cc1OC | -2 | 2 | 0.2 | -2.5 | -3.0 | 2.5 | 2 | -2 | 24
Cc1cc(NC(=O)CSc2nnc(Cc3ccccc3)o2)no1 | -3 | 1 | -0.1 | -5.1 | -0.9 | 0.3 | -12 | -1 | -3
Cn1c(SCc2ccc(C#N)cc2)nnc1-c1cccc(Cl)c1 | -5 | 57 | -2.4 | -1.9 | -3.7 | -0.7 | 1 | -14 | -12

Assay outcomes as filed in PubChem BioAssay.

Hits appear at their usual frequency; overall some 4.3% were active at least once.
